PMI inhibitors – inhibitors of human PMI, primary screen, biochemical, fluorescence intensity, coupled assay (AID 1209) | Mannose-6-phosphate isomerase (Homo sapiens) | purified PMI enzyme, coupled fluorescence intensity; higher % means a stronger effect | inhibition, % at 20 µM, or IC50 in µM where a hit was titrated | hit rate 0.42% among 190,000;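 also: plate controls were DMSO vehicle for no effect and wells lacking substrate for full effect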
MT stabilize HCS – microtubule stabilizers in HeLa cells, primary screen, imaging, high-content imaging. hit rate 0.83% among 200,000. % tubulin-high responders, % at 10 µM. HeLa tubulin immunostaining HCS, 24 h; share of cells brighter than vehicle mean+2SD;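 active = plate Z-score above 3 for both tubulin-high and condensed-nucleus cell shares, with cell loss under 80%, at 10 µM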;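 also: anti alpha tubulin signal scored within the nucleus-defined area of each cell; some results filed as inactive read as strong as hits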
PMI inhibition – human PMI inhibitors, high substrate, primary screen, biochemical, fluorescence intensity, high mannose 6-phosphate (AID 1220). recombinant PMI enzyme, coupled fluorescence intensity; higher % means a stronger effect. inhibition, % at 20 µM; hits with a dose series show IC50 in µM. Mannose-6-phosphate isomerase (Homo sapiens). hit rate 0.66% among 190,000
Insulin prom up – insulin promoter activators in MIN6 cells, imaging, high-content screening, mouse beta cells; z-score at 5 µM; MIN6 insulin promoter-GFP reporter; stronger effect = higher value; hit rate 0.3% among 190,000;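 active = z-score above 3 at 5 µM with at least 500 cells counted in the well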
b-catenin transl – modulators of beta-catenin nuclear translocation, primary screen, imaging, HeLa cells, immunofluorescence, high-content. nuclear translocation activity, % at 5 µM. hit rate 0.3% among 190,000. AID 1665, 2009;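 active = nuclear translocation activity above 50% at 5 µM, with a well cell count of 50 or more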;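 also: per-cell ratio of nuclear to cytoplasmic median beta-catenin stain intensity; plate controls were DMSO negative control for no effect and GSK-3 inhibitor IX positive control for full effect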
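test system = HeLa cells, endogenous beta-catenin | dosing = single 5 µM dose plus 0.02–20 µM confirmation series | times = compound treatment 24 h, 37°C, 5% CO2 | technique = beta-catenin immunofluorescence imaging with DAPI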
WT yeast gro inh – growth inhibition of WT strain, primary screen, mitochondrial fusion inhibitor project, WT and mutant strains, chemical genetic. mitochondrial fusion phenotypic screen. inhibition, % at 10 µM. hit rate 2.1% among 190,000; in the data active = inhibition above about 58%; tested in S. cerevisiae
Autophagy mod – autophagy modulators in MEF cells, primary screen, imaging, high-content, MEF GFP-LC3; calls only at 10 µM (by protocol); hit rate 0.98% among 190,000; MEF GFP-LC3 puncta imaging; test concentration mostly 10 µM; AID 463193, 2010;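 active = percentage of spot-positive cells more than 3 SD above its plate mean, without a fluorescence outlier flag or 80% toxicity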;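 also: spot-positive cell cutoff set from DMSO-treated cells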
Yfh1-off respiration – enhancers of respiration in Yfh1-depleted yeast, dose response, Friedreich's ataxia, plus single-dose screen (AID 1465); S. cerevisiae Yfh1-off respiration, WST-1 reduction, 72 h; higher fold induction means a stronger effect; fold induction at 50 µM, or EC50 in µM where a hit was titrated; hit rate 0.074% among 220,000;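 active = fold induction of absorbance versus untreated yeast above a set limit, then at least 30% activation at any dose in follow-up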;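 also: activators that raise dye reduction in frataxin-depleted yeast; strong numbers were not always called active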
Dynein cargo inh – inhibitors of GR-EGFP nuclear translocation, primary screen, dynein cargo transport inhibitor project, imaging, high-content, 3617.4 mouse cells | test concentration mostly 20 µM; stimulated with dexamethasone, 1 µM; stronger effect = lower value | z-score, hits read low | hit rate 0.47% among 220,000;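 active = plate z-score of nuclear minus cytoplasmic receptor signal below a set negative limit, without overly bright fluorescence or cell loss, cut at about -3.5 in these data, passing the limit was not always enough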;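 also: z-score of nuclear minus cytoplasmic ring GR-EGFP intensity difference per well; some compounds called inactive have numbers as strong as hits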
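Buffer or medium: Induction medium lacking tetracycline, stripped serum | Also added: Dexamethasone agonist, 1.0 µM final, for 30 min | Timing: 48 h induction, 1 h compound, 30 min dex at 37 °C | Detection: Formaldehyde fixation, Hoechst nuclear stain, 10x automated fluorescence imaging | Measure: Nuclear versus cytoplasmic GR-EGFP signal, averaged per well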
WT yeast gro inh mutant strain – second read-out of WT yeast gro inh, no call of its own (marks repeat the call); inhibition, %; mitochondrial fusion phenotypic screen, mutant strain inhibition
Dynein cargo inh cytoplasmic EGFP – further read-out of Dynein cargo inh, marked with its call; z-score; measured here: cytoplasmic GR-EGFP intensity; stronger effect = higher value
Dynein cargo inh nuclear GR-EGFP – second read-out of Dynein cargo inh, no call of its own (marks repeat the call); z-score; measured here: nuclear GR-EGFP intensity;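 lower value marks the stronger effect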
Dynein cargo inh cell count – second read-out of Dynein cargo inh, no call of its own (marks repeat the call); z-score; measured here: cell count per field
Insulin prom up cell count – also measured in Insulin prom up; calls as there; cell count; measured here: cytotoxicity, nuclei count;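 total cells summed across four imaged fields per well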
b-catenin transl cell count 5 µM – further read-out of b-catenin transl, marked with its call; cell count; measured here: cell count, cytotoxicity flag
MT stabilize HCS Hoechst-high % – also measured in MT stabilize HCS; calls as there; % Hoechst-high responders; measured here: nuclear condensation Hoechst responders;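 share of cells brighter than vehicle mean plus two SD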
MT stabilize HCS cytotoxicity % – recorded beside MT stabilize HCS, whose call it bears; toxicity, %; measured here: cytotoxicity by cell density;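 0% = mean cell density of plate MIN control wells and 100% = no cells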
Autophagy mod cell loss 18 h – second read-out of Autophagy mod, no call of its own (marks repeat the call); toxicity, %; measured here: cell loss, nuclei count;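 cell loss after 18 h compound exposure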
* = called active by the depositor; i = inactive; · = not tested or not shown. Rule as the data show it, unless noted: active = inhibition above about 50%; inactive = the rest.

item	molecule	Dynein cargo inh cell count	Autophagy mod	b-catenin transl	Yfh1-off respiration	PMI inhibitors	Dynein cargo inh nuclear GR-EGFP	WT yeast gro inh mutant strain	b-catenin transl cell count 5 µM	Insulin prom up cell count	WT yeast gro inh	Autophagy mod cell loss 18 h	Insulin prom up	Dynein cargo inh cytoplasmic EGFP	MT stabilize HCS cytotoxicity %	PMI inhibition	MT stabilize HCS	MT stabilize HCS Hoechst-high %	Dynein cargo inh
1	CCOC(=O)c1[nH]c(C)c(C(=O)N2CCN(c3ccc(OC)cc3)CC2)c1C	1.2	i	-2.1	i	9%	-0.42	-8	1141	·	1	-62	·	-0.24	8.2	17%	4.4	2.8	-0.95
2	COC(=O)c1ccccc1NC(=O)c1ccc(COc2cc(C)cc(C)c2)o1	0.68	i	-1.6	i	12%	0.56	8	1083	1840	11	-21	0.52	-0.19	5.7	12%	2.5	2.1	0.15
3	Cc1cnc(NC(=O)CCNC(=O)c2ccc([N+](=O)[O-])cc2)s1	-0.12	i	-0.9	i	-4%	0.011	4	1074	1598	6	-12	-0.37	-0.28	3.5	1%	3.5	2.2	0.14
4	CS(=O)(=O)N(CC(=O)NCc1ccncc1)C1CCCCC1	0.57	i	-0.5	i	-4%	-0.044	-19	1578	1402	3	-4	0.83	-0.34	12	-9%	3.5	2.4	1.6
5	O=C(Nc1nnc(C2CC2)s1)C1Cc2ccccc2CN1C(=O)c1ccco1 (stereo unspecified)	0.56	i	-2.2	i	-22%	-0.27	-1	1176	1346	-3	-9	0.33	-0.22	1.2	-9%	2.8	3.0	-0.69
6	CCC(CC)C(=O)c1c[nH]c(C(=O)NCc2cccnc2)c1	-1.4	i	0.8	i	1%	-0.23	4	1106	1195	-6	12	0.01	-0.36	8.1	2%	2.4	2.4	0.77
7	COC(=O)c1[nH]c(C)c(/C(O)=C2\C(=O)C(=O)N(CCN3CCOCC3)C2c2cccs2)c1C (stereo unspecified)	·	·	0.1	i	-19%	·	9	1159	1227	-6	·	0.35	·	·	-12%	·	·	·
8	COc1cccc(CC2(CO)CCCN(S(=O)(=O)N(C)C)C2)c1 (stereo unspecified)	0.94	i	-0.3	i	8%	-0.29	1	1079	1540	-13	-21	0.51	-0.29	13	14%	2.8	2.3	-0.74
9	Cc1ccc(NC(=O)C(CC(C)C)NC(=O)C2CCC(C)CC2)nc1 (stereo unspecified)	0.28	i	-1.1	i	10%	0.15	-3	1175	910	-1	-8	0.05	-0.28	6.5	10%	2.3	1.9	0.18
10	CCn1c(=O)c([N+](=O)[O-])c(NCc2ccco2)c2ccccc21	-1.2	·	0.8	i	·	0.66	·	1353	1040	·	·	0	0.18	·	·	·	·	0.72
11	COc1ccc(-n2nnc3c(=O)n(CC(=O)Nc4cc(C)on4)cnc32)cc1OC	0.57	i	-1.6	i	-6%	-0.49	22	1103	1304	7	-7	-0.25	-0.19	5.2	-8%	2.0	1.6	-0.33
12	Cc1c(Cl)cccc1NC(=O)CSc1nc2c(c(=O)[nH]1)CCCC2	-2	i	0.5	i	-5%	2.3	-24	510	1323	-11	17	1.4	-0.081	5.1	-7%	5.2	3.4	1.7
13	O=C(NC1CCCC1)c1ccc([N+](=O)[O-])s1	0.86	i	4.3	i	-1%	-0.24	8	474	·	1	19	·	-0.31	0.7	6%	3.3	2.6	-0.29
14	C[C@H]1[C@H](C)CC[C@]2(C)CC[C@]3(C)C(=CC[C@@H]4[C@@]5(C)CC[C@@H](O)[C@](C)(C(=O)O)[C@@H]5CC[C@]43C)[C@H]12	0.74	·	-0.6	i	·	-0.52	·	1130	896	·	·	1.4	-0.76	·	·	·	·	-1.3
15	COc1ccc(CCNc2cc(C)nc3c(-c4ccc(Cl)cc4)c(C)nn23)cc1OC	-2.4	i	-1.2	i	19%	1.7	55	1088	1365	58	1	0.25	0.48	1.9	12%	4.6	2.3	3.5
16	COc1cccc(CSc2nc3ccncc3[nH]2)c1	-1.3	·	-0.6	i	·	0.66	·	1373	984	·	·	0.32	-0.19	·	·	·	·	0.81
17	O=C1C2C3c4ccccc4C(c4ccccc43)C2C(=O)N1Cc1ccccn1 (stereo unspecified)	0.4	i	-0.2	·	-10%	0.084	-15	935	1264	9	-2	-0.47	-0.28	4.0	1%	2.0	2.0	0.11
18	CN(C)c1ccc(NC(=O)Oc2ccccc2)cc1	0.62	i	-5.9	i	20%	0.016	-4	1198	·	20	-3	·	2	4.2	17%	1.1	1.2	-0.22
19	CC1(C)C=Cc2cc3ccc(=O)oc3cc2O1	0.7	·	2.0	i	·	-0.2	·	1131	888	·	·	0.62	-0.34	·	·	·	·	-0.93
20	c1ccc2[nH]c(CSc3ncnc4c3oc3ccccc34)nc2c1	-0.33	i	-0.2	i	7%	0.72	3	1326	1635	-7	11	-0.04	-0.22	1.2	4%	2.5	1.3	1.3
21	CCC(OC(=O)c1nsc(Cl)c1Cl)C(=O)NCc1cccs1 (stereo unspecified)	-0.6	i	-1.5	i	-2%	-0.052	-9	601	·	-17	1	·	-0.15	4.9	1%	4.6	1.8	0.19
22	Cn1nc(-c2ccc(Cl)cc2)c2cc(C(=O)NCCCN3CCOCC3)sc21	0.017	i	·	i	6%	0.33	9	·	962	4	-30	0.23	-0.16	8.0	9%	4.4	2.9	0.39
23	Nc1nnnn1CC(=O)N/N=C/c1cc([N+](=O)[O-])ccc1Cl	0.83	i	-2.2	i	-3%	0.22	18	1053	1226	-17	11	0.41	-0.32	8.6	17%	2.2	2.7	-0.19
24	CSc1nnc2n(-c3ccccc3)c(=O)c3c4c(sc3n12)CCC4	0.64	i	·	i	3%	-0.049	15	·	·	-6	-12	·	-0.23	5.3	3%	2.0	0.8	-0.34
25	COC(=O)c1ccc(CSC2=NCCS2)cc1	0.84	i	3.3	i	-3%	-0.64	-3	538	1404	1	-19	0.01	-0.24	8.4	-3%	3.5	4.2	-0.43
26	O=C1CCN(Cc2ccccc2)S(=O)(=O)c2ccccc21	-0.54	·	0.8	i	·	0.26	·	1174	953	·	·	-0.42	-0.78	·	·	·	·	0.52
27	CCCN1C(=S)SC(C)(C)C1/[N+]([O-])=C/c1ccc(S(=O)(=O)NC)cc1 (stereo unspecified)	0.61	·	-0.6	i	·	-0.43	·	1357	1317	·	·	-0.19	-0.25	·	·	·	·	-0.93
28	Cc1cc(NC(=O)CSc2nc3ccccc3c(=O)n2CCCC(=O)NCc2ccccc2)n[nH]1	1.6	i	·	i	21%	-1	2	·	·	-15	-1	·	0.097	3.8	3%	3.1	2.4	-1.2
29	O=C(NCc1ccncc1)c1nc(-c2ccc(C(F)(F)F)cc2)no1	0.35	i	0.7	i	2%	-0.11	18	1572	1388	18	0	-0.5	-0.29	8.8	2%	4.5	1.6	-1
30	Cc1ccc(/C=N/Nc2nncc(-c3ccccc3)n2)o1	-1.7	i	-3.1	i	2%	1.5	16	1152	1145	6	0	-0.09	-0.25	6.2	7%	5.2	3.5	2.3
31	CCN(CC)c1ccc(/C=N/NC(=S)NC)c(O)c1	-0.17	i	1.9	i	22%	0.4	18	1162	940	4	10	-1.7	-0.24	1.9	22%	3.3	3.3	0.53
32	CCOC(=O)c1cnc2ccccc2c1Nc1ccc2c(c1)OCCO2	0.23	i	1.4	i	3%	-0.35	3	1100	1159	28	12	-0.91	-0.23	2.9	6%	2.9	2.6	-0.59

3 entries from above, sorted by the value under PMI inhibitors, low to high.
No.	mol	Dynein cargo inh cell count	PMI inhibitors	Dynein cargo inh nuclear GR-EGFP	WT yeast gro inh mutant strain	Dynein cargo inh cytoplasmic EGFP	PMI inhibition	MT stabilize HCS Hoechst-high %	Dynein cargo inh
25	COC(=O)c1ccc(CSC2=NCCS2)cc1	0.84	-3%	-0.64	-3	-0.24	-3%	4.2	-0.43
18	CN(C)c1ccc(NC(=O)Oc2ccccc2)cc1	0.62	20%	0.016	-4	2	17%	1.2	-0.22
31	CCN(CC)c1ccc(/C=N/NC(=S)NC)c(O)c1	-0.17	22%	0.4	18	-0.24	22%	3.3	0.53
